CHRM4 agonist – CHRM4 agonism in calcium assay | AID 624127 | activation, % at 3 µM | CHO-K1 hM4/Gqi5, Fluo-8 calcium fluorescence; vehicle 0%, full acetylcholine response 100% | 360,000 compounds, 0.14% hits;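 active = activation above the run mean over all test wells plus 3 SD, cut at about 32% in these data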;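 also: peak over basal fluorescence ratio per well then scaled between controls; 0% = DMSO wells and 100% = acetylcholine at EC100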
CHRM5 antagonist – antagonists of human muscarinic M5 receptor (CHRM5); AID 624040; CHO-hM5 cells, Fluo-8 calcium fluorescence, ACh EC80; P08912; inhibition, % at 3 µM; 360,000 compounds, 0.59% hits;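 active = inhibition above a per-plate cutoff, the mean of that plate's test compounds plus 3 SD, cut at about 27% in these data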;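 also: 0% = acetylcholine EC80 with DMSO and 100% = DMSO without agonist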
Target sequence (P08912 whole entry, looked up): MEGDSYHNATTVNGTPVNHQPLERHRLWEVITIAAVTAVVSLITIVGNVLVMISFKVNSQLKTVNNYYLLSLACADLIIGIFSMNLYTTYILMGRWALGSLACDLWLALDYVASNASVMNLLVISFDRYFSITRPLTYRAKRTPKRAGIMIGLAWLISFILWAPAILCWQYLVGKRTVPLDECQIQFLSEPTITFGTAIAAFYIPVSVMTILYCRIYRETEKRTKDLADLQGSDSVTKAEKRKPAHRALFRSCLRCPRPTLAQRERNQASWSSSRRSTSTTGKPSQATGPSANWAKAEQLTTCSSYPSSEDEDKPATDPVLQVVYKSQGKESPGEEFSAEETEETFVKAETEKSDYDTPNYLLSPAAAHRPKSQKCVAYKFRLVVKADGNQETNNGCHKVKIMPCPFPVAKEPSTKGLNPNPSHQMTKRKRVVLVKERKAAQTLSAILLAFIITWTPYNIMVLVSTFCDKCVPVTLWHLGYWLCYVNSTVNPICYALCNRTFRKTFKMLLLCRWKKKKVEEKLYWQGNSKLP
CHRM4 antagonist – blocks acetylcholine activation of human M4 receptor | P08173 | 360,000 compounds, 0.73% hits | CHO-hM4 cells, ACh EC80, Fluo-8 calcium fluorescence | inhibition, % at 3 µM;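 active = inhibition above its plate's cutoff, the mean inhibition of sample wells plus 3 SD, cut at about 27% in these data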;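 also: 0% = acetylcholine EC80 with DMSO and 100% = DMSO without agonist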
CRFR2-BP ag – agonists of human CRF-binding protein/CRF-R2 receptor complex; HEK293 CRF-R2/CRF-BP, calcium dye fluorescence (FLIPR); percent of saturating CRF peptide response; activation, % at 13.2 µM; 350,000 compounds, 0.46% hits;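 active = activation of at least 50%, plus an integration ratio under a set limit after plate pattern correction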;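 also: plate controls were neutral control wells without compound for no effect and CRF at EC100 for full effect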
CHRM5 PAM – CHRM5 positive allosteric modulation; P08912; CHO-K1 hM5, Fluo-8 calcium, ACh EC20 PAM; 0% = ACh EC20, 100% = ACh EC100; activation, % at 3 µM; 360,000 compounds, 0.3% hits; AID 624038;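 active = activation above the run cutoff, the mean activation of all test compounds plus 3 SD, cut at about 18% in these data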
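Assay system: CHO-K1 hM5 cells / Incubation: Fluo-8 loading 80 min at 37 °C plus 30 min room temperature / Technique: Fluo-8 calcium dye fluorescence, kinetic read / Repeats: single replicate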
M5 ag – CHRM5 agonism in calcium assay; P08912; CHO-K1 hM5 cells, Fluo-8 calcium fluorescence; 0% DMSO wells, 100% maximal acetylcholine response; activation, % at 3 µM; 360,000 compounds, 0.19% hits;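 active = activation above the run's mean over test compounds plus 3 SD, cut at about 23% in these data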;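 also: signal is peak over basal fluorescence ratio across the kinetic read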
M4 PAM – CHRM4 positive allosteric modulation | 360,000 compounds, 0.4% hits | P08173 | activation, % at 3 µM | CHO-K1 hM4/Gqi5, Fluo-8 calcium fluorescence, ACh EC20; 0% = ACh EC20, 100% = maximal ACh;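 active = activation above its plate's cutoff, the mean activation of sample wells plus 3 SD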; also: some results filed as inactive read as strong as hits
M1 PAM – positive allosteric modulators of human M1 muscarinic receptor; activation, % at 3 µM; P11229; 360,000 compounds, 0.088% hits; AID 588819; CHO-K1 hM1, Fluo-8 calcium fluorescence, ACh EC20; 0% = ACh EC20, 100% = maximal ACh; in the data active = activation above about 19%, passing the limit was not always enough
Target sequence (P11229 whole entry, looked up): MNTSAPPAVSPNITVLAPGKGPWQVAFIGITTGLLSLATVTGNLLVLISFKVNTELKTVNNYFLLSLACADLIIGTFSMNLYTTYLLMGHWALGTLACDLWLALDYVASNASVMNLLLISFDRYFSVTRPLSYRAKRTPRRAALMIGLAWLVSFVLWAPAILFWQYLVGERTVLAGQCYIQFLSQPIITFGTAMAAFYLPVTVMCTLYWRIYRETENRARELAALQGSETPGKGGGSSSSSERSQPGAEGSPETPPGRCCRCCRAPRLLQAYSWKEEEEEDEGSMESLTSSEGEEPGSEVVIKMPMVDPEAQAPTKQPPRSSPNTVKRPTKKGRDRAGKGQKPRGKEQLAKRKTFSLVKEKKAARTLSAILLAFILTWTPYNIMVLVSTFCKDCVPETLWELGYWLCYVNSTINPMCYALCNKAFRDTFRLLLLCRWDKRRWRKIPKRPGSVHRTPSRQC
CRFBP-R2 block – blocks CRF-induced signaling of the CRF-BP/CRF-R2 complex; inhibition, % at 11.8 µM; 350,000 compounds, 0.59% hits; HEK293 CRF-R2/CRF-BP, CRF-induced calcium fluorescence; AID 588475;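 active = inhibition of the ligand-induced calcium signal above about 50% at the single tested concentration, limit read from the data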
Active calls of the source: *; x = no result given.

canonical_smiles,CHRM4 antagonist,M4 PAM,CHRM5 antagonist,M5 ag,M1 PAM,CHRM5 PAM,CRFBP-R2 block,CHRM4 agonist,CRFR2-BP ag
CCCN(Cc1ccccc1)S(=O)(=O)c1ccc(N2C(=O)CCC2=O)cc1,12,-1,-3,0,2,-2,17,1,-2.3
Cc1cccc(C)c1NC(=O)C(C1CC1)n1c(-c2ccc(-c3ccccc3)cc2)nc2ccccc21 (stereo not drawn),-2,1,-4,10,x,9,x,5,x
CCOc1ccc(-c2nnc(N)o2)cc1,6,7,-7,-5,4,4,10,0,-1.8
O=C(NC1CCN(C(=O)NC2CCCCC2)CC1)c1ccco1,-8,-2,-3,-2,8,3,-4,0,-1.3
CN(C)S(=O)(=O)c1cccc(C(=O)Nc2ccc3c(c2)CCC3)c1,-1,-5,7,-4,-4,-2,-12,5,-1.0
CC(C)c1csc(CN2CCN(Cc3ccc(F)cc3)C(CCO)C2)n1 (stereo not drawn),1,1,-2,-5,9,-6,-1,2,5.0
O=C(Nc1ccccc1C(=O)N1CCCCCC1)c1ccccc1Cl,9,-10,4,-3,-3,-2,-3,0,-1.1
CC(C)Oc1ccc(S(=O)(=O)N2CCOCC2)cc1NC(=O)CN1C(=O)NC2(CCCC2)C1=O,-5,5,1,-3,9,6,3,0,-0.3
Cc1cc(C)n(CC(=O)N2CCc3ccccc32)c(=O)c1C#N,11,-3,18,-3,1,-3,-1,-1,1.2
Nc1ccc2c(c1)C(=O)C(=O)c1ccccc1-2,19,4,19,-2,-1,-2,-4,8,-1.8
CCCCNc1c(-c2ccc(-c3cccc(Cl)c3)cc2)nc2ccc(Cl)cn12,0,0,8,3,2,-4,-5,1,0.0
O=C1CCN(S(=O)(=O)c2ccc(Cl)cc2)CC1,6,0,-5,-4,7,2,2,1,-0.3
CCCCN1C(=O)C(O)(c2ccccc2)c2cc(Br)ccc21 (stereo not drawn),1,-4,3,-6,-2,0,3,-1,3.8
COc1ccc(CN(C(=O)c2cccs2)c2ccccc2)cc1,5,-10,7,-5,3,2,6,5,-5.0
O=C(Nc1ccc2c(c1)OCO2)Nc1ccc2c(c1)OCO2,3,-8,5,-4,9,-7,5,3,-0.4
COc1ccc(OC)c(C(=O)NC(CC(N)=O)c2ccc(NCCN3CCCC3)c([N+](=O)[O-])c2)c1 (stereo not drawn),-17,15,-5,1,6,5,-1,2,0.4
Cc1ccccc1NC(=O)CN(C)S(=O)(=O)c1cccs1,13,-11,15,-3,16,0,1,0,-0.2
N#Cc1cccc(NC(=O)COc2ccc(-n3ccnc3)cc2)c1,26,-14,40*,0,-7,-17,10,17,-0.3
COC(=O)c1ccc(N2CCOCC2)c(F)c1,-7,6,-4,-1,10,7,-1,1,-1.4
CCC1CCCCN1c1ccc([N+](=O)[O-])cc1/C=N/NC(=O)Cn1c2ccccc2c(=O)c2ccccc21 (stereo not drawn),-7,0,-2,-2,3,-4,-19,1,1.6
O=C(Oc1ccc(-c2nnco2)cc1)c1ccc(F)c(S(=O)(=O)N2CCOCC2)c1,15,-13,27*,7,-14,-31,2,25,-2.8
O=C(Cc1cccs1)N1CCN(S(=O)(=O)c2ccc(Br)cc2)CC1,-2,2,-6,0,8,-2,16,4,-1.5
FC(F)Oc1ccc(NC(=S)NCc2ccccc2)cc1,-2,-5,13,-1,-11,-10,22,5,-0.4
CC(C)Oc1ccc(C(CC(=O)NCc2ccco2)c2ccccc2)cc1 (stereo not drawn),8,0,4,-1,13,1,38,0,-0.9
Clc1ccc2nc(N3CCCCC3)sc2c1,-25,16,-2,-3,-5,0,-12,0,-4.1
CN1CCN(CCCNC(=O)c2ccc(NC(=O)C3=CSCCO3)cc2)CC1,-2,1,7,-5,8,-1,4,4,-0.8
CN(c1cccc(NS(=O)(=O)c2cccs2)c1)S(C)(=O)=O,4,0,-2,2,0,-1,-15,1,-0.7
O=C(c1ccc(Cl)c(Cl)c1)N1CCC(O)(CN2CCOCC2)CC1,-5,0,5,-5,4,4,2,1,0.0
CCN(CC)S(=O)(=O)c1ccc2c3c(cccc13)C(=O)N2,-4,1,1,1,1,-2,0,2,0.6
Cc1cc(OCC(=O)NCC(c2ccc(F)cc2)N2CCOCC2)ccc1Cl (stereo not drawn),-5,-1,-6,0,2,3,-9,5,2.5
Cc1nn(Cc2ccccc2)c(C)c1NC(=O)c1cccs1,-2,6,0,-3,9,1,-18,0,-4.2
COc1ccc(CNC(=O)C2CC(c3ccc(F)cc3)=NO2)cc1 (stereo not drawn),-1,36*,-8,-2,-3,-1,-2,1,-3.9
Cc1ccc(NC(=O)CN(C)C(=O)c2ccc(NC(=O)CC3SC(N4CCCC4)=NC3=O)cc2)cc1 (stereo not drawn),-6,7,0,4,6,5,7,1,-0.6
COCCNC(=O)c1ccc(NC(C)=O)cc1,10,8,-2,-2,7,10,46,0,-2.8
CCOC(=O)N1CCN(C(=O)c2c(-c3ccccc3Cl)noc2C)CC1,-4,-1,8,-2,8,3,-3,-1,1.3
O=C(CC12CC3CC(CC(C3)C1)C2)Nc1nncs1,-2,16,-10,0,18,13,-23,0,-1.1
O=C(c1ccc(S(=O)(=O)Nc2ccccc2F)cc1)N1CCCC1,-1,-4,-12,-2,5,9,-1,2,-0.1
O=C(NNC(=S)Nc1cccc(Cl)c1)c1ccccc1OC(F)F,0,1,4,3,-4,-8,31,4,38
O=C(NCc1ccc2c(c1)OCO2)C1CC(=O)N(C2CCCC2)C1 (stereo not drawn),-2,5,0,1,-1,0,12,2,-1.4
COC(=O)c1cc(CNC(=O)c2ccccc2Cl)ccc1OC,-1,8,-12,3,0,2,-13,0,1.0
Cc1cc(NC(=O)CC23CC4CC(C2)CC(CC(=O)Nc2cc(C)on2)(C4)C3)no1,0,7,0,-1,3,9,-12,0,-0.7
CN(C(=O)c1cccc(NC(=O)Cc2ccc(NC(=O)C3CCCN(C(=O)C4CCC4)C3)cc2)c1)C1CCCCC1 (stereo not drawn),-15,-4,2,-2,-7,-9,-13,4,2.9
Cc1cc(C)cc(-n2nnc(C(=O)NCc3ccc4c(c3)OCO4)c2N)c1,-3,-2,-5,-10,2,2,10,3,0.5
Cc1cnc(C(=O)Nc2ccc(C)c(S(=O)(=O)N(C)C)c2)cn1,8,-10,9,2,3,-7,9,0,-0.1
O=C(NCc1ccccc1F)c1cc(=O)[nH]c2ccccc12,-7,-3,5,-5,3,5,15,3,-1.2
Cc1cccc(NC(=O)NNC(=O)c2ccc3ccccc3c2O)c1,2,-3,13,-4,9,-3,4,2,0.0
CC(C)c1ccc(/C=N/NC(=O)CCNC(=O)c2ccccc2)cc1,2,6,7,-2,6,-3,-5,1,2.1
Cc1ccccc1-c1n[nH]nc1C1=CC(=O)CC(C)(C)C1,-17,12,7,0,13,4,19,0,0.7
Cc1ccc(NC(=S)NNC(=S)NC2CCCCC2)cc1,3,-8,12,-1,1,-2,-3,-1,0.1
O=C(C1CCCCC1)N1CCN(c2nc(-c3ccc(F)cc3)cs2)CC1,1,-2,7,8,4,-1,-6,1,-6.2

Additional structures follow:
canonical_smiles,CHRM4 antagonist,M4 PAM,CHRM5 antagonist,M5 ag,M1 PAM,CHRM5 PAM,CRFBP-R2 block,CHRM4 agonist,CRFR2-BP ag
Nc1ccc(N2CCN(c3ccccc3)CC2)c(F)c1,2,0,6,0,12,2,3,1,3.0
COC(=O)c1ccc2nc(-c3cccc(N)c3)cn2c1,-8,-3,-1,1,8,-3,3,9,-6.0
Cc1ccc(C2=[N+]([O-])C3(CCCCC3=O)N(O)C2(C)C)cc1 (stereo not drawn),4,2,1,-2,7,-3,16,1,-3.2
Cc1ccc(C(=O)Nc2ccccc2N2CCCC2)cc1S(=O)(=O)N1CCOCC1,-5,8,13,-3,7,-3,5,3,-0.6
CCn1c(CNc2ccc(F)cc2)nnc1SCCN1CCCCC1,5,-3,9,-5,-7,-3,-10,1,-0.8
CC(C)CCN(C(=S)Nc1cccc(C(F)(F)F)c1)C(C)c1ccccn1 (stereo not drawn),-5,11,6,0,-5,0,1,1,-1.1
CC1=NN(c2ccccc2)C(c2ccco2)C1 (stereo not drawn),1,10,3,-3,10,-5,7,0,-1.7
CC1(C)CC(=O)C(/C=N/c2ccccn2)=C(O)C1,-2,27,-7,1,7,4,36,0,0.1
CCOc1ccc(C(=O)NC(C(=O)NCc2cccnc2)C(C)C)cc1 (stereo not drawn),4,-5,8,0,9,-1,-1,1,0.2
Nc1ccn([C@@H]2O[C@H](CNCc3cnc(N4CCOCC4)s3)[C@@H](O)[C@H]2O)c(=O)n1,-8,7,13,1,-4,-1,0,1,2.9
O=C1/C(=C/c2ccccn2)SC(=S)N1Nc1ncc(C(F)(F)F)cc1Cl,3,-5,5,-10,-1,0,-2,-1,-0.8
CC(=O)Nc1cccc(NC(=O)c2c(-c3c(Cl)cccc3Cl)noc2C)c1,-5,9,-1,5,2,-7,-7,20,-0.4
CN(C(=O)CSc1nc2ccc([N+](=O)[O-])cc2s1)C1CCS(=O)(=O)C1 (stereo not drawn),-1,1,13,0,-2,-8,5,8,2.1
CC1(c2ccccc2)NC(=O)N(CC(=O)N2CC(=O)Nc3ccccc32)C1=O (stereo not drawn),9,0,25,0,-1,-5,10,1,0.1
O=C1CC(c2ccco2)Cc2nc(N3CCc4ccccc4C3)ncc21 (stereo not drawn),-9,7,-5,4,7,5,-14,0,0.2
Cc1nnc2sc(SCc3ccc(Br)cc3)nn2c1=O,4,-1,14,-2,2,-6,3,0,-0.3
CCCc1nn(C)c2c1C(c1ccncc1)C(C#N)=C(N)O2 (stereo not drawn),-4,22,-5,-3,6,3,6,0,-1.8
CC(C)C(OC(=O)c1cc2sccc2n1C)C(=O)NCC1CCCO1 (stereo not drawn),3,-3,-1,4,3,-2,4,2,-0.5
CCN1CCCCC(=N/O)/C(=N/O)CCCC1,-13,1,3,1,12,0,13,1,-0.1
COc1ccc2[nH]c(=O)c(-c3noc(-c4ccccc4)n3)cc2c1,8,0,0,2,4,-5,7,3,7.7
Cc1cc(C(=O)Nc2cccc3cccnc23)ccc1[N+](=O)[O-],-1,11,-10,-1,10,15,-1,1,-0.9
O=C(NCc1ccccc1)N1CCOc2ccccc21,-4,-3,12,-3,6,-5,-13,1,-0.4
Cc1ccc(C(CNS(=O)(=O)c2cc(F)ccc2F)N2CCN(C)CC2)cc1 (stereo not drawn),-6,0,1,-6,3,2,-6,1,3.9

Sorted by number of heavy atoms (highest first): part of the list above
canonical_smiles,CHRM4 antagonist,M4 PAM,CHRM5 antagonist,M5 ag,M1 PAM,CHRM5 PAM,CRFBP-R2 block,CHRM4 agonist,CRFR2-BP ag
Nc1ccn([C@@H]2O[C@H](CNCc3cnc(N4CCOCC4)s3)[C@@H](O)[C@H]2O)c(=O)n1,-8,7,13,1,-4,-1,0,1,2.9
Cc1ccc(C(CNS(=O)(=O)c2cc(F)ccc2F)N2CCN(C)CC2)cc1 (stereo not drawn),-6,0,1,-6,3,2,-6,1,3.9
O=C1/C(=C/c2ccccn2)SC(=S)N1Nc1ncc(C(F)(F)F)cc1Cl,3,-5,5,-10,-1,0,-2,-1,-0.8
Cc1cc(C(=O)Nc2cccc3cccnc23)ccc1[N+](=O)[O-],-1,11,-10,-1,10,15,-1,1,-0.9

Source: PubChem BioAssay
